Screening data as filed in PubChem.
D1 antag = Antagonist of Human D 1 Dopamine Receptor: qHTS. HEK293 TREx D1 cells, calcium flux, dopamine EC80; active compounds read low. hit rate 3.2% among 360,000. AID 504652, 2011. D(1A) dopamine receptor (Homo sapiens), P21728. activity change, negative = inhibition, % at 10 µM; in the data active means activity change below about -30%; further: on the % scale 0 is the no-effect control and ±100 the full control effect
Target sequence (P21728 whole entry, looked up): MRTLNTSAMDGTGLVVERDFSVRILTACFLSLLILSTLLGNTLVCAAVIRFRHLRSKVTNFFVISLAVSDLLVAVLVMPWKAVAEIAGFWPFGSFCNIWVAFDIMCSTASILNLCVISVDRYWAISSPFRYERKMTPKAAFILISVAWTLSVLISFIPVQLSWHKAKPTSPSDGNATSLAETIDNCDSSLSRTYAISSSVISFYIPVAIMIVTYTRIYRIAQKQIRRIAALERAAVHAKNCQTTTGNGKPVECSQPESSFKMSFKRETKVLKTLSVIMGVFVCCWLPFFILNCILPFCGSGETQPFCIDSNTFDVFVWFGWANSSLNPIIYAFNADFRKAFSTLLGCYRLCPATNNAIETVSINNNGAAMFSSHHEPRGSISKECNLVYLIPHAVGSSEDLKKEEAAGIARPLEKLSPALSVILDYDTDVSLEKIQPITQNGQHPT
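Compound effects on dopamine-evoked calcium signalling were measured in tetracycline-induced HEK293 Trex D1 cells. Dopamine at EC80 followed a 180 s compound pre-read, and fluorescence was tracked kinetically for 180 s more.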
Anesthetic bind = qHTS Assay for Identification of Novel General Anesthetics. apoferritin/1-aminoanthracene competitive binding, fluorescence. Potency, µM (highest dose often 77.5 µM), inactives show at the top dose activity change, negative = displacement, actives largely listed as inhibitors. hit rate 0.074% among 350,000; further: potency means the concentration at half of the fitted maximal effect; on the % scale 0 is the no-effect control and ±100 the full control effect; nearly all actives have a fitted effect of over 20% in size
Target sequence (P02791 2-175 limits assumed): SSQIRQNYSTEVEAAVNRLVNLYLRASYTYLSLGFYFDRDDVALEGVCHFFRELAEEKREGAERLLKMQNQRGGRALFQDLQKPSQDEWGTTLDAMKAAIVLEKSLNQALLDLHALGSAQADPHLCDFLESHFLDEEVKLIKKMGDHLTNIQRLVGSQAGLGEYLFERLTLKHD
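Probe: 1-aminoanthracene (50% saturated, PBS). Protein: horse-spleen apoferritin, 10 uM. Incubation: 10 min, room temperature. Detection: 380 nm excitation, 535 nm emission. Analysis: normalized response, four-parameter Hill.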
D1 PAM = Potentiators of Human D1 Dopamine Receptor: qHTS; AID 504651, 2011; hit rate 0.036% among 360,000; HEK293 TREx D1 cells, calcium flux, dopamine EC20 potentiation; D(1A) dopamine receptor (Homo sapiens), P21728; potentiation, % at 10 µM; in the data active means potentiation above about 30%; further: 0% is about no effect
D1 ag = Allosteric Agonists of the Human D1 Dopamine Receptor: qHTS. D(1A) dopamine receptor (Homo sapiens), P21728. HEK293 T-REx D1 cells, calcium flux, agonist mode. activation, % at 2 µM. hit rate 1% among 360,000. AID 504660, 2011; in the data active means activation above about 30%; further: 0% is about no effect
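Agonism was scored from calcium flux recorded over 180 s (1 read/s) after pintool compound addition, following a 10-cycle baseline. Cells were inducible force-coupled HEK293 TREx D1, plated overnight at 30 C and loaded with no-wash calcium dye.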
RXFP1 ag = qHTS Assay for Agonists of the Relaxin Receptor RXFP1 | Potency, µM (titrated, usually from 57.5 µM), for inactives: at the top dose activation, most hits filed as activators | HEK293T-RXFP1 cAMP TR-FRET, 30 min; response scale: percent of porcine relaxin response, buffer zero | hit rate 0.3% among 370,000 | Relaxin receptor 1 (Homo sapiens), Q9HBX9; further: potency means the concentration at half of the fitted maximal effect; on the % scale 0 is the no-effect control and ±100 the full control effect; nearly all actives have a fitted effect of over 60% in size; many of its hits are not listed in these tables
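cAMP rise read by TR-FRET after 30 min, 37C compound exposure (up to 58 uM) in RXFP1-transfected HEK293 cells with Ro 20174 present. EC50 from Hill-equation fits, with 29 nM porcine relaxin as 100% and buffer as basal.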
TRHR ag = qHTS for Small Molecule Agonists and Allosteric Enhancers of Human TRH Receptor: Primary Screen for Agonists; TRHR cells, calcium flux fluo-8, FDSS agonist mode; activation, % at 2 µM; hit rate 0.18% among 360,000; AID 493084, 2011; in the data active means activation above about 30%; further: 0% is about no effect
Target sequence (P34981 whole entry, looked up): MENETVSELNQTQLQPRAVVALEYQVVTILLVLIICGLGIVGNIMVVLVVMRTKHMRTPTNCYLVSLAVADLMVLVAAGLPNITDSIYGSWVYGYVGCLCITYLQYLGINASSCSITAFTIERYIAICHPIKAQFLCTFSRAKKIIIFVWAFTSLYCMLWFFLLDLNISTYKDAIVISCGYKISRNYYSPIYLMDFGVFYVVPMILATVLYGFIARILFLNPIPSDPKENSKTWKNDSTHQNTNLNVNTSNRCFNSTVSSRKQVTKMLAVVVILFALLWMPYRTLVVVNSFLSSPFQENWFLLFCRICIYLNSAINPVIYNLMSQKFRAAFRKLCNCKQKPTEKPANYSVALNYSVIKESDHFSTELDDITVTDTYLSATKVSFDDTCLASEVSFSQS
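Agonist-mode FDSS calcium read (Ex 480/Em 530, 1 s cycles) in 1536-well TRHR cells with fluo-8 dye, after 10-cycle baseline and 23 nL compound addition; TRH at EC20 (10 nM final) added afterwards for the enhancer phase.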
D2 potentiator = HTS Assay for Positive Allosteric Modulators of the Human D2 Dopamine Receptor: Primary Screen for Potentiators; HEK293 T-REx D2, calcium flux, EC20 dopamine potentiation; potentiation, % at 10 µM; hit rate 0.34% among 340,000; AID 485347, 2010;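 active means potentiation over 3 SD above the plate norm, cut at about 30% in these data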; further: 0% is about no effect
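Potentiation of an EC20 dopamine calcium response measured kinetically over 180 s, after a preceding 180 s compound-only read flagging agonists. Cells: inducible Hek293 Trex D2 line, 4000/well, cultured overnight at 30 C before dye loading.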
TRHR PAM = qHTS for Small Molecule Agonists and Allosteric Enhancers of Human TRH Receptor: Primary Screen for Enhancers | Thyrotropin-releasing hormone receptor (Homo sapiens), P34981 | TRHR cells, fluo-8 calcium fluorescence, EC20 TRH enhancement | enhancement, % at 2 µM | hit rate 0.66% among 360,000; in the data active means enhancement above about 30%; further: 0% is about no effect
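TRHR-expressing cells loaded with fluo-8 calcium dye were read kinetically (ex 480/em 530) during compound addition, then stimulated with an EC20 of TRH (10 nM final). Enhancement of the Gq-mediated intracellular calcium response was scored.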
RXFP1 antag = qHTS Assay for Antagonists of the Relaxin Receptor RXFP1 | hit rate 0.59% among 350,000 | Relaxin receptor 1 (Homo sapiens), Q9HBX9 | HEK293-RXFP1, relaxin-stimulated cAMP HTRF, 30 min; active compounds read low | AID 1259400, 2018 | activity change, negative = inhibition, % at 57.5 µM;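 active means activity change of -60% or lower, but not beyond a set lower limit; inconclusive means change between -60% and -40%, or beyond the set limit; inactive means change above -40%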; further: on the % scale 0 is the no-effect control and ±100 the full control effect
* hit, by the source's call; u = inconclusive; x = no result given; & = joins results of further samples. Unless noted, the call rests on the fitted dose curve; in most records, active means well fitted curve in the direction sought with a large enough effect; inconclusive means small, poorly fitted or top-dose-only effect, or another doubt; inactive means no such curve, though single readings can be large; an effect the other way counts as inactive or inconclusive. An excerpt. The share of hits here may be higher or lower than overall.

SMILES | D1 antag | Anesthetic bind | D1 PAM | D1 ag | RXFP1 ag | TRHR ag | D2 potentiator | TRHR PAM | RXFP1 antag
CCCCCCn1c(O)c(/C=C2\C=NN=C2c2ccccc2)sc1=S | 11 | u | 0 | 3 | 2.8% | -0.7 | 16 | 33* | 0
Cc1cc(=O)[nH]c(SCC(=O)NCc2ccco2)n1 | 13 | 4% | 2 | -1 | 0.2% | 0.4 | 14 | 1 | -2
Cc1ccc(NC(=O)c2nc[nH]c2C(=O)N(C)Cc2ccccc2)cc1 | x | x | -5 | -2 | -1.5% | 0.2 | -19 | 11 | x
Cc1ccc(Cl)cc1NC(=O)C1C2CCC(O2)C1C(=O)O (configuration not stated) | -35* | -18% | -1 | -1 | 0.3% | 0.2 | -2 | -2 | -1
O=C1C(=O)c2ccccc2C([O-])=C1[n+]1ccccc1 | -4 | -7% | -4 | 3 | 0.8% | 0.1 | 7 | 1 | 0
O=C(NCc1ccco1)c1cc(=O)c2ccccc2o1 | -22 | -1% | 3 | 3 | -3.1% | -0.8 | -2 | -5 | -9
O=C(NC1CCCC1)C(c1ccccc1F)N(C(=O)c1ccco1)C1CCCC1 (configuration not stated) | 0 | -18% | 1 | 1 | 0.9% | -0.6 | 7 | 9 | 0
C=CCNC(=S)Nc1cc(Cl)ccc1OC | -2 | 4% | -8 | -1 | -1.5% | -0.1 | -14 | 0 | 6
COc1ccc2c(c1)C=C(C(=O)NCc1ccc(Cl)cc1)CO2 | -19 | -8% | 0 | 8 | 1.8% | 0.3 | -13 | -7 | -6
CC1(C)CC(C)(c2ccc(O)cc2O)N(c2cccc(Cl)c2)C(=S)N1 (configuration not stated) | -2 | 6% | -5 | 4 | 2.5% | 0.4 | 6 | -1 | -18
CCCn1c(NCc2cccs2)nc2ccccc21 | -14 | -13% | -2 | 0 | 0.3% | -0.7 | -4 | -4 | 2
CCc1ccc(NC(=O)CSc2nc(=O)n(CCCN3CCOCC3)c3c2CCC3)cc1 | 2 | x | 7 | 1 | 0.0% | -0.5 | -19 | -6 | -19
O=S1(=O)CCOC[C@H](c2ccccc2)N1Cc1cccc(Cl)c1 | 2 | -6% | -5 | 3 | -1.2% | -1.1 | 6 | 3 | x
Cc1ccc(NC(=O)c2cnccn2)c(Br)c1 | 12 | -5% | -8 | 3 | -3.6% | -0.8 | x | -4 | -9
CC(=O)Nc1nnc(SCC(=O)Nc2ccc(N3CCOCC3)c(Cl)c2)s1 | 5 | 12% | -8 | 3 | 3.9% | 0.9 | 9 | 6 | -9
COCCSc1nnc(NC(=O)CSCc2ccccc2)s1 | -6 | -5% | 2 | 1 | 2.0% | -0.3 | 3 | 26 | -14
COc1ccc(C)cc1N(CC(=O)Nc1ccc2c(c1)OCCO2)S(C)(=O)=O | 7 | 6% | 0 | 5 | 0.2% | -0.5 | 0 | -4 | 6
NS(=O)(=O)c1ccc(O)c(N2C(=O)c3cccc4c(C(=O)O)ccc(c34)C2=O)c1 | -3 | -6% | -2 | 4 | -3.0% | 0.1 | 4 | 2 | -19
CCN(CC)S(=O)(=O)c1cc(C(=O)Nc2ccncc2)ccc1Cl | -31* | -15% | -7 | 20 | 3.3% | 1.6 | 6 | -1 | -20
CCOc1cc(Cl)c(S(=O)(=O)n2cc(C)nc2CC)cc1Cl | -5 | -14% | -5 | 0 | 0.8% | 1.3 | -4 | -10 | -15
O=C(NCCN1C(=O)S/C(=C\c2ccc(OC(F)F)cc2)C1=O)[C@@H]1CCCN1C(=O)c1cccs1 | 8 | -2% | -4 | 2 | -0.2% | -0.8 | 7 | -4 | -2
CCC(C(=O)Nc1ccncc1)c1ccccc1 (configuration not stated) | -12 | -8% | -1 | 11 | 0.2% | 0.0 | x | 2 | 4
COC(=O)COc1ccc(S(=O)(=O)Nc2ccc(C(N)=O)cc2)cc1C | -10 | -5% | 0 | -1 | -1.1% | 0.8 | -3 | -1 | 3
CCCn1ncc(CN2CCC(N3CCC(C(=O)N4CCOCC4)CC3)CC2)c1C | 21 | -7% | 15 | 7 | 1.4% | 0.0 | 9 | 2 | -6
Cc1cc(C)c2c(c1)/C(=N/NC(=O)c1cc(C)oc1C)CCC2 | 8 | -16% | 4 | 27 | 5.3% | 4.7 | -1 | -3 | 3
CN(C)c1nccc(Nc2ccccc2)c1C#N | -4 | u | -3 | 2 | -0.8% | -1.7 | -6 | -4 | -7
COc1ccc(NC(=O)CC2Oc3ccc(C)cc3NC2=O)cc1 (configuration not stated) | 0 | -2% | x | 0 | -1.9% | -0.2 | 2 | 1 | -14
CC(Sc1nnnn1C1CC1)C(=O)Nc1cccc(S(=O)(=O)N2CCOCC2)c1 (configuration not stated) | -16 | x | -2 | 3 | 3.6% | 1.5 | -9 | -9 | -12
Cc1cc(C)cc(Nc2nnc(-n3nc(C)cc3C)c3ccccc23)c1 | -10 | -4% | -1 | -1 | 2.4% | -0.8 | -11 | 17 | -7
COc1ccc(C(=O)NCc2nnc(SCC(=O)N3CCc4ccccc43)n2CCc2ccccc2)cc1 | 1 | 6% | -4 | 4 | 1.1% | 0.1 | -4 | -8 | 11
O=C(NC1CCCc2ccccc21)c1cc(F)cc(F)c1 (configuration not stated) | -9 | -1% | x | 6 | -2.8% | -1.1 | 2 | 3 | -8
CS(=O)(=O)N(Cc1ccco1)CC(O)Cn1c2ccccc2c2ccccc21 (configuration not stated) | 3 | -13% | 2 | 7 | 0.5% | 0.1 | -4 | -6 | -8
Cc1ccc(C)c(NC(=O)C2CC(O)CN2C(=O)OCc2ccccc2)c1 (configuration not stated) | 2 | -5% | -2 | 2 | 1.2% | -0.3 | 10 | 4 | 7
Cc1cc(C)c(NC(=O)CNC(=O)[C@@H]2CCCN2C(=O)c2cccs2)c(C)c1 | 5 | x | -1 | 1 | -0.8% | 0.6 | -8 | 4 | 3
Cc1ccc(C(=O)NCCNc2ncc(C(F)(F)F)cc2Cl)cc1[N+](=O)[O-] | -8 | u | -3 | 2 | 1.4% | -1.8 | -10 | -3 | -15
Cc1ccc(NC(=O)COC(=O)CCc2nc3ccccc3c(=O)[nH]2)c(Br)c1 | 5 | -21% | 5 | 4 | 2.4% | -0.5 | -5 | 3 | -20
S=C1NCCOCCNC(=S)NCCOCCOCCOCCN1 | 7 | -12% | -11 | 0 | -0.2% | 0.0 | 6 | 12 | -4
O=C(O)CCNC(=O)/C(=C/c1ccco1)NC(=O)c1ccco1 | 8 | -5% | 5 | 2 | -4.1% | 0.6 | -2 | -3 | -1
Cc1ccsc1-c1nc(CN2CCCC2c2ccc(F)cc2)c(C)o1 (configuration not stated) | 2 | u | 2 | 1 | 0.4% | -0.5 | -11 | 6 | -6
CCOC(=O)CC(=O)CSc1ncnc2c1nnn2-c1ccccc1 | 0 | -15% | -2 | 4 | 0.0% | 1.7 | x | 12 | 24
Cc1cccc(NS(=O)(=O)c2ccc(OCC(=O)N3CCCC3)cc2)c1 | 15 | -5% | -3 | 7 | -0.3% | -0.3 | 8 | -13 | -6
CCc1nn(CC(=O)NCCCN(CC)CC)c(=O)c2cc3sc(C)cc3n12 | 5&20 | -7%&3% | -2&-7 | 1&-1 | 1.7%&4.9% | 0.1&-0.2 | 10&-6 | -3&2 | -4&-14
Cc1cnc(C(=O)OCC(=O)N2c3ccccc3CC2C)cn1 (configuration not stated) | -4 | -16% | 5 | 0 | -0.5% | 0.1 | -13 | -7 | 0
COc1ccc(OC)c(NC(=O)c2c(NCc3cccs3)sc3c2CCCCC3)c1 | 21 | -13% | 7 | 0 | 3.1% | 0.4 | -15 | -2 | -25
CCn1nnnc1SCC(=O)NNC(=O)C1CCCCC1 | 6 | 8% | -8 | 4 | 0.1% | 0.1 | -2 | -3 | 13
CCSc1nnc(SCC(=O)c2c(N)n(C)c(=O)n(C)c2=O)s1 | 11 | x | -4 | 4 | 7.4% | 0.5 | 1 | -1 | u
CCc1ccccc1OCC(=O)OCC(=O)N1CC(=O)Nc2ccccc21 | -21 | -5% | -5 | 1 | -0.4% | 0.0 | -7 | -3 | -4
O=C1C(=O)N(Cc2cccnc2)C(c2ccccn2)/C1=C(/O)c1ccc(Br)cc1 (configuration not stated) | -8 | -10% | 5 | 3 | 16% | -0.2 | 8 | 6 | 8
O=C(c1coc2ccccc2c1=O)N1CCN(c2cccc(C(F)(F)F)c2)CC1 | 0 | -23% | -5 | 6 | 0.4% | -0.1 | -19 | 4 | -19
O=C(CCS(=O)(=O)c1ccccc1)Nc1ccc(N2CCOCC2)cc1 | -6 | -7% | 0 | 0 | -1.1% | 0.1 | 25 | 5 | 8
CCOc1ccccc1/C=N/NC(=O)c1nnn(-c2nonc2N)c1CN1CCCC1 | -1 | -11% | -6 | 2 | 0.3% | -0.1 | 8 | -3 | 2

Exported with values under each structure: entries from further up
Results follow in this order: D1 antag	Anesthetic bind	D1 PAM	D1 ag	RXFP1 ag	TRHR ag	D2 potentiator	TRHR PAM	RXFP1 antag
- CCCn1c(NCc2cccs2)nc2ccccc21
→ -14	-13%	-2	0	0.3%	-0.7	-4	-4	2
- CCc1ccc(NC(=O)CSc2nc(=O)n(CCCN3CCOCC3)c3c2CCC3)cc1
→ 2	x	7	1	0.0%	-0.5	-19	-6	-19
- O=S1(=O)CCOC[C@H](c2ccccc2)N1Cc1cccc(Cl)c1
→ 2	-6%	-5	3	-1.2%	-1.1	6	3	x
- Cc1ccc(NC(=O)c2cnccn2)c(Br)c1
→ 12	-5%	-8	3	-3.6%	-0.8	x	-4	-9
- CC(=O)Nc1nnc(SCC(=O)Nc2ccc(N3CCOCC3)c(Cl)c2)s1
→ 5	12%	-8	3	3.9%	0.9	9	6	-9
